Pf Dd2 inh: qHTS Primary assay for Inhibitors of Plasmodium falciparum Dd2 growth in vitro. Potency, µM (series often up to 28.9 µM), inactives show at the top dose activity, negative = inhibition, hits mostly inhibitors. P. falciparum Dd2 growth, SYBR Green, 72 h. hit rate 4.3% among 120,000; active means well fitted inhibition curve with a large enough effect; inconclusive means small, poorly fitted or top-dose-only effect; inactive means no such curve, though single readings can be large or run the other way;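 further: plate controls were DMSO vehicle for no effect and reference drug for full effect; nearly all actives have a fitted effect of over 65% in size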
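Readout: SYBR Green fluorescence, 485 nm excitation, 535 nm emission, after ~16 h lysis at 37C. Before that, Dd2-infected red cells (2.5% hematocrit) grew 72 h with compound, 29 uM top final concentration.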
The depositor's hits bear a star; i = inactive; u = inconclusive; [ ] = remark or other dose. Potency means the concentration at half of the fitted maximal effect. An excerpt, so the mix of outcomes need not match the whole.

Structure	Pf Dd2 inh
CCC(=O)N1CCCC(n2c(C)cnc2-c2ccncc2)C1 (stereo not drawn)	15.8%
COc1cccc(Nc2ccc3c(n2)C(C)(C(=O)NC2CCC2)CN(C)C3)c1 (stereo not drawn)	u
O=C(O)C1CCc2nnc(C3CCN(C(=O)Cc4ccccc4)CC3)n21 (stereo not drawn)	24.5%
CC(c1ccccc1)N1Cc2cc(NC(=O)c3ccccc3)ccc2OCC1=O (stereo not drawn)	i
CCOC(=O)c1ccccc1NC(=O)c1sc2ncn(CC)c(=O)c2c1C	19.4%
O=c1n(-c2ccc(Cl)cc2)nc2n1CCN([S+](=O)([O-])c1ccccc1)C2	90.3%[activator]
CC(=O)N1CCC(N2CCC3(CC2)CN(C2CCC2)CC3CO)CC1 (stereo not drawn)	5.4%
CC(=O)N1CCC([C@@H]2CN(C(=O)c3ccc(Br)o3)C[C@H]2CO)CC1	-17.4%
O=C(NCc1ccco1)N1C[C@@H](c2ccc(F)cc2)[C@@H]2[C@H]1C1CCN2CC1	11.1%
CCOc1ccc(CNC(=O)c2cccc(Nc3nc4ccccc4n4nnnc34)c2)cc1OC	11.2µM*
COc1cccc(CNC(=O)Cn2ccn3nc(-c4ccc(F)cc4)c(CO)c3c2=O)c1OC	7.0%
Cn1nccc1OCc1cn2c(=O)n(C)cc(-c3ccsc3)c2n1	i
Cc1ccc(Cn2c(CCNC(=O)c3cccc(C)c3)nc3ccccc32)cc1	u
CN1C(=O)c2[nH]nc(-c3ccc(F)cc3)c2C1c1cccc(O)c1 (stereo not drawn)	-5.3%
COc1ccc(-c2noc([C@@H]3CCCN3C(=O)c3cccc(F)c3)n2)cc1OC	4.7%
Cc1ccc(Cl)cc1NC(=O)c1cnc(-c2ccccc2)nc1-c1ccncc1	-16.4%
CCc1nn(CC(=O)NC(C)CC)c(=O)c2cc3occc3n12 (stereo not drawn)	21.0%
COCC(=O)Nc1ccc([C@@H](O)[C@H]2COCC(=O)N2Cc2ccc(F)cc2)cc1	u
COC[C@@H]1CN(Cc2ccc(OC)c(OC)c2)C[C@H]1c1ccncc1	-25.3%
CC(C)(O)c1cn(C2CCN(C(=O)c3ccccc3F)CC2)nn1	2.9%
CN(C)c1ccc(CN2CCC3(CC2)CC(=O)c2ccccc2O3)cc1	u
O=C(c1cc2c(s1)CCCC2)N1CCc2c(nc3cc[nH]n3c2=O)C1	u
CN(C)c1nc2c(c(=O)[nH]1)CCN(Cc1cc(F)c(F)c(F)c1)CC2	-15.2%[5.79 µM]
CC1(C)[C@H]2CC[C@@H](CNC(=O)c3cccc(Cl)c3)[C@@H]1C2	u
Cc1cccc(NC(=O)c2oc3ccccc3c2NC(=O)c2cc(=O)c3ccc(C)cc3o2)c1	13.6%
CN(C)S(=O)(=O)CCCN1CCC2(CC1)NC(=O)CC2C(=O)O (stereo not drawn)	-24.5%
COc1ccc(Cl)cc1NC(=O)c1c(NCc2ccc(C)o2)sc2c1CCCC2	u
CNC(=O)C(C)(C)N1CCC[C@H]1C(=O)NCc1ccc(OC)cc1	8.4%[44.1 µM]
Cc1cc(C)n(CC(=O)N2C[C@@H](COc3ccccc3)[C@H](C(N)=O)C2)n1	u
Cc1nc(-c2cn(C3CCCN(C(=O)C(C)Oc4ccc(Cl)cc4)C3)nn2)no1 (stereo not drawn)	u
O=C(O)CC1(CC(=O)N[C@@H]2C=C(C(=O)N[C@H]3CCCNC3=O)C[C@@H](O)[C@@H]2O)CCCC1	i
COc1ccc(-c2cc(N3CCC(NC(=O)C4COc5ccccc5O4)CC3)n[nH]2)cc1 (stereo not drawn)	u
CSc1ncc(C(=O)Nc2c(C)cccc2C)c(-c2ccccc2)n1	78.4%[activator]
COc1ccccc1N1CCN(C(c2ccccc2)c2nnc(-c3ccccc3Cl)o2)CC1 (stereo not drawn)	u
COC1C(=O)N(CC2CC2)C12CCN(S(=O)(=O)Cc1ccccc1)CC2 (stereo not drawn)	-8.2%
COc1ccc(CCNC(=O)c2c(O)nc3cc(C)ccn3c2=O)cc1OC	16.2%
c1ccc(CCn2cnc3cccnc32)cc1	0.7%[44.1 µM]
Cc1nc(C)c(C(=O)N2CCCCCCNC(=O)[C@@H]3CCC[C@@H]32)s1	-6.2%
C=C(C)Cn1c(SCC(=O)c2ccccc2)nc2sc3c(c2c1=O)CCCC3	u
Cc1ccc(OCc2nc(C3CCN(C(=O)c4ccco4)CC3)no2)cc1	u
COC(=O)[C@@H]1Cc2ncn(Cc3ccc(Cl)cc3)c2CN1S(=O)(=O)c1ccc(NC(C)=O)cc1	-7.1%
O=S(=O)(c1cccs1)N1CC(c2noc(C3CCCN3CC3CC3)n2)C1 (stereo not drawn)	2.82µM*
COc1cc(OC)c(NC(=O)Cn2nc3n(c2=O)CCCC3)cc1Cl	-15.5%
CCCCN1CCc2nc(N3CCN(c4ncccn4)CC3)ncc2C1	u
Cc1cc(Nc2cccc(O)c2)c2cccc(Br)c2n1	-7.5%
CCS(=O)(=O)Nc1ccc(C)n(CC(=O)NCc2cc(F)ccc2F)c1=O	u
CC(=O)N1C[C@H](NS(=O)(=O)c2ccc(C)c(Cl)c2)[C@@H](C2CC2)C1	-2.4%
Cc1cc(=O)n(Cc2cccc(Cl)c2)c2c1c(C)nn2-c1ccccc1	3.3%
O=C(OCc1ccccc1Cl)c1ccc(-c2nnn(Cc3ccc(F)cc3)n2)cc1	-8.7%
Cc1ccc(NC(=O)CSc2nnc3[nH]c(=O)cc(C)n23)cc1Cl	-4.5%
COC(=O)c1ccc2c(c1)nc1n2[C@@H](CNCc2ccncc2)COC1	20.6%[44.1 µM]
CSCC(=O)Nc1nn(-c2ccc(F)cc2)c2cccc(N3CCOCC3)c12	u
O=C(Nc1ccc(Cl)c(C(F)(F)F)c1)C1CCN(S(=O)(=O)c2cccc3nonc23)CC1	i
CCc1nc2nc(C)c(NS(=O)(=O)c3ccc(C(C)(C)C)cc3)c(=O)n2[nH]1	35.0%[activator][0.594 µM]
CC(C)c1ccc(NC(=O)[C@@H]2COCC(=O)N2Cc2ccccc2)cc1	u
CCOC(=O)c1ccccc1NC(=O)N1CCN2CCCCC2C1 (stereo not drawn)	24.2%
Cc1ccc(CNc2c(C)c(C)nc3nncn23)cc1	-13.8%
COc1cccc(CNS(=O)(=O)c2cc(Br)cc3c2N(C(C)=O)C(C)C3)c1 (stereo not drawn)	i
O=C(c1cccnc1)N1CCN(c2cc(-c3ccccc3)[nH]n2)CC1	24.8%
Cc1ccc(CN2CCc3c(cc(C(=O)N4CCCN(C)CC4)n3C)C2)cc1	u

3 consecutive records out of the list so far, for reference:
Structure	Pf Dd2 inh
CCS(=O)(=O)Nc1ccc(C)n(CC(=O)NCc2cc(F)ccc2F)c1=O	u
CC(=O)N1C[C@H](NS(=O)(=O)c2ccc(C)c(Cl)c2)[C@@H](C2CC2)C1	-2.4%
Cc1cc(=O)n(Cc2cccc(Cl)c2)c2c1c(C)nn2-c1ccccc1	3.3%

Following part:
Structure	Pf Dd2 inh
CCC1=C(C(=O)OC)C(c2cccc(F)c2)N2C(CC(=O)NCC3CCCO3)=CSC2=N1 (stereo not drawn)	u
O=C(c1cccc2c1OCCO2)N1CCCn2nc(CO)cc2C1	-9.6%
O=C(CC1Sc2ccc(C(F)(F)F)cc2NC1=O)Nc1ccc(Cl)c(C(F)(F)F)c1 (stereo not drawn)	33.6%[activator]
CC(=O)c1ccc(N2CCN(c3ccc(NC(=O)c4ccc(F)cc4)cc3C(=O)O)CC2)cc1	17.9%
CC1=C(C(=O)NC23CC4CC(CC(C4)C2)C3)C(c2cccnc2)NC(=O)N1 (stereo not drawn)	3.2%
Cc1cccc(C)c1NC(=O)CS(=O)(=O)c1nc(-c2ccc(Cl)cc2)cn1-c1ccccc1	u
COc1cccc(CNC(=O)Cn2c(=O)oc3cc(S(=O)(=O)N4CCC(C)CC4)ccc32)c1	-4.7%
CCOc1ccc(-c2cc(CCCC(=O)NCCc3ccc(Cl)cc3)no2)cc1	0.3%
CNC(=O)N1CCC(C2CCN(S(=O)(=O)C(C)C)C2)CC1 (stereo not drawn)	4.0%
Cc1noc(C)c1-c1cc2c(c(-c3ccc([S+](C)(=O)[O-])cc3)c1)C(=O)N(C)C2	-13.6%[44.1 µM]
Cc1cc(C)c(NC(=O)CN2C(=O)CCn3nc(-c4cccn4C)cc32)c(C)c1	-1.7%
O=C1CCN(S(=O)(=O)c2ccccc2)CCCN(C(=O)c2cccnc2)CCN1	12.3%
N#Cc1ccc(CN2CCC3(Cc4ccccc4NC3=O)C2)cc1 (stereo not drawn)	-5.0%[44.1 µM]
O=C(COc1ccc(Cl)cc1)Nc1ccc(O)c(-c2nc3ccccc3s2)c1	u
O=C(c1ccccc1)N1CCCC(N2CCN(c3cccc(C(F)(F)F)c3)CC2)C1 (stereo not drawn)	-16.7%
CN1C(=O)C2(CCN([S+](=O)([O-])c3cccc(C(F)(F)F)c3)C2)c2ccccc21 (stereo not drawn)	-12.9%
CCC(=O)N1CCCC(n2c(C)cnc2-c2ccccc2)C1 (stereo not drawn)	i
COc1ccc(OC)c(-c2nc3cc4c(cc3cc2CN2CCCOCC2)OCO4)c1	u
COCCN1C(=O)c2ccccc2C(C(=O)NCc2ccco2)C12CCCCC2 (stereo not drawn)	0.0%
COC(=O)c1cc2sc(Cl)cc2n1Cc1nc(-c2ccc(OC)cc2)oc1C	-6.3%
CCCN1C(=O)c2oc3cc(C)cc(C)c3c(=O)c2C1c1ccc(F)cc1 (stereo not drawn)	-17.1%
Cc1nc2ccc(S(=O)(=O)NC(CC(C)C)C(=O)N3CCN(c4ccc(F)cc4)CC3)cc2s1 (stereo not drawn)	u
COc1cccc(NC(=O)CCNS(=O)(=O)c2ccc(Br)s2)c1	7.9%
CCOC(=O)C(C)NC(=O)c1cc2c(=O)[nH]c3ccc(C)cc3c2s1 (stereo not drawn)	6.5%
Cc1cccc([S+](=O)([O-])N2CCC3(CC2)OCCN(CC2CC2)C3=O)c1	u
COc1cccc(C2Cn3nnc(-c4nc(-c5ccccc5)no4)c3CO2)c1 (stereo not drawn)	i
Cc1cn2nc(C(=O)NCc3cccc(Cl)c3)cc2c(N(C)Cc2ccccc2)n1	u
O=C(O)CCn1ncc2cc(OCC3CCN(c4ncc(F)cn4)CC3)ccc21	-10.6%[44.1 µM]
CCCCn1nc(NC(=O)c2cccc(Cl)c2)c2cc3ccc(C)cc3nc21	10.6%
CC(=O)N1CC[C@H](c2nnc(Cc3c[nH]c4ccccc34)o2)C1	-9.0%[44.1 µM]

Shown as labelled records: entries from further up.
COc1cccc(NC(=O)CCNS(=O)(=O)c2ccc(Br)s2)c1
  Pf Dd2 inh: 7.9%
CCCN1C(=O)c2oc3cc(C)cc(C)c3c(=O)c2C1c1ccc(F)cc1 (stereo not drawn)
  Pf Dd2 inh: -17.1%
CC(=O)N1CC[C@H](c2nnc(Cc3c[nH]c4ccccc34)o2)C1
  Pf Dd2 inh: -9.0%[44.1 µM]
Cc1nc2ccc(S(=O)(=O)NC(CC(C)C)C(=O)N3CCN(c4ccc(F)cc4)CC3)cc2s1 (stereo not drawn)
  Pf Dd2 inh: u

The list goes on.
Structure	Pf Dd2 inh
c1ccc(C2=NOC3(CCN(Cc4c[nH]c5ccccc45)CC3)C2)cc1	u
C#CCN(C)Cc1nc(C2(O)CCN(C(=O)c3ccccc3F)CC2)cs1	-17.4%[44.1 µM]
Cc1cc(C(=O)N[C@H]2[C@H](O)[C@H](O)C[C@@H]2c2cccnc2)nn1C	32.6%[activator][44.1 µM]
CCNC(=O)N1CCCC(c2nn(C)c(=O)n2CC)C1 (stereo not drawn)	3.1%
Cc1ccccc1NC(=O)N1CCC(N2CCCC(C(=O)N3CCCC3)C2)CC1 (stereo not drawn)	-9.2%
O=C(CCc1ccccc1)N1CCN(c2cc(-c3ccccc3)[nH]n2)CC1	i
COc1ccc([C@@H]2CN(C(=O)C(=O)c3ccco3)[C@@H]3C4CCN(CC4)[C@@H]32)cc1	-14.2%
COc1cccc(CCC(=O)N2CCC(c3n[nH]c(=O)n3Cc3ccc(F)cc3)CC2)c1	-24.4%
COC1C(=O)N(C2CCN(S(=O)(=O)c3cccc(F)c3)CC2)C12CCOCC2 (stereo not drawn)	-3.3%
Cc1cc(C(=O)N2CCCCC2c2noc(COc3ccc(F)cc3)n2)nn1C (stereo not drawn)	i
COc1ccc(CCC(=O)N2CCC(N3C(=O)C(O)C34CCCCC4)CC2)cc1 (stereo not drawn)	-10.9%
COc1cccc(C(c2sc3nc(-c4ccco4)nn3c2O)N2CCCC2)c1 (stereo not drawn)	15.6%
COC(=O)c1cccc(-n2c(CCC(=O)O)ccc2-c2cccs2)c1	24.6%
COc1ccc2nc(N(Cc3cccnc3)C(=O)c3ccc4c(c3)OCCO4)sc2c1	u
O=C(CCc1ccccc1)N1CCNc2cnc(Nc3cccc(C(F)(F)F)c3)nc2C1	-21.8%
COc1cccc(CNC(=O)C2CN(c3cccc(OC)c3)C(=O)N2)c1 (stereo not drawn)	14.7%
Cc1noc(C)c1Cn1cc2c3c(cccc31)[C@H](CC(C)C)N[C@H](C(=O)NCCN(C)C)C2	-15.9%
Cc1nn(C)c(C)c1CCC(=O)N1CCCOCCNC(=O)CC1	26.6%
Cc1cnc(C(=O)NCC23CCC=C2N(C)C(=O)CC3)cn1 (stereo not drawn)	u
O=C(c1ccc(F)c(Cl)c1)N1CCC2(CC1)CC(O)CCO2 (stereo not drawn)	20.3%
CCOC(=O)N1CCN(Cc2cccc(OCC(O)CN3CCOCC3)c2)CC1 (stereo not drawn)	0.7%

Assay outcomes from PubChem.
